RGS4-Gao reg: modulators of RGS4 binding to Galphao, primary screen, biochemical, multiplexed bead flow cytometry | actives lie on both sides | 220,000 compounds, 0.33% hits | binding response (% of control), % at 10 µM | Guanine nucleotide-binding protein G(o) subunit alpha (Homo sapiens), P09471; in the data active means binding response below about 49% or above about 150%; inactive means in between;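 further: fluorescent Galphao activated with aluminum fluoride binding bead-coupled RGS4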
Target sequence (P09471 whole entry, looked up): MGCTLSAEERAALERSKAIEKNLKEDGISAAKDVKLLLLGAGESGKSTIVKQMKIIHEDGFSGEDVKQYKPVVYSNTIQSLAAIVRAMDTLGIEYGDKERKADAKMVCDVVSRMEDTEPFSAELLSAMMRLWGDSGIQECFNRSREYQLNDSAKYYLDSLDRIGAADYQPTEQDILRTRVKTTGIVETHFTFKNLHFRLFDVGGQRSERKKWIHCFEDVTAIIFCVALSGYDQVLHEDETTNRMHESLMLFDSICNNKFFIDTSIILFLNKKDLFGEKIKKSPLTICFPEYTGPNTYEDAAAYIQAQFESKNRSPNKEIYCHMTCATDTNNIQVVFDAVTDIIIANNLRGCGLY
RGS7-Gao: RGS7-Galphao binding modulators, primary screen, biochemical, multiplexed bead flow cytometry; Guanine nucleotide-binding protein G(o) subunit alpha (Homo sapiens), P09471; binding response (% of control), % at 10 µM; AID 1439, 2008; actives lie on both sides; 220,000 compounds, 0.35% hits; in the data active means binding response below about 49% or above about 150%; inconclusive means no clear call, values can overlap the other calls; inactive means in between;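 further: fluorescent Galphao held in activated GDP-AlF4 state binding bead-coupled RGS7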
RGS8-Gao: RGS8-Galphao binding modulators, primary screen, biochemical, multiplexed bead flow cytometry; Guanine nucleotide-binding protein G(o) subunit alpha (Homo sapiens), P09471; actives lie on both sides; response (percent of control binding), % at 10 µM; 220,000 compounds, 0.34% hits; in the data active means response below about 60% or above about 140%; inactive means in between;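 further: Galphao activated as the GDP aluminium fluoride complex binding bead-coupled RGS8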
Numbers without * were called inactive; ? = inconclusive; nt = not tested or not shown.

SMILES	RGS4-Gao reg	RGS7-Gao	RGS8-Gao
Cc1cc(C)cc(NC(=S)N2CCN(c3ncc(C(F)(F)F)cc3Cl)CC2)c1	110	?	104
Cc1ccc(N2CN(CCc3ccccc3)CNC2=S)cc1	129	?	116
Cc1ccc(C(=O)N2CCC3(CC2)Oc2ccc(F)cc2C(=O)C32CC(c3ccccc3)=NO2)s1 (stereo not drawn)	98	?	97
C[C@H](NC(=O)OCc1ccccc1)C(=O)NNC(=O)[C@H](C)NC(=O)OCc1ccccc1	103	?	101
Cc1cc(C)n(CCC(=O)N/N=C/c2c(O)ccc3ccccc23)n1	100	?	96
O=C(CNC(=O)C1COc2ccccc2O1)N/N=C\c1ccc(Cl)cc1 (stereo not drawn)	100	?	103
O=C(c1ccc2c(c1)N(Cc1ccccc1F)C(=O)c1ccccc1S2)N1CCOCC1	89	?	96
COc1ccccc1N1CC(C)(C)C(=O)N(C(=O)c2c(F)cccc2Cl)C1=S	92	?	94
Cc1cc2oc(=O)cc(C)c2cc1NC(=O)CCl	93	?	101
C/C=C/C(=O)Nc1ccc(N2CCN(c3ccc(C(F)(F)F)cn3)CC2)nc1	104	?	103
O=C(O)CCc1nc2ccccc2c(=O)[nH]1	100	?	103
COc1nc(OC)nc(N2CCC(NC(=O)C(Cc3cccc(OC)c3OC)NC(C)=O)CC2)n1 (stereo not drawn)	105	?	99
CCOC(=O)c1c(NC(=O)CSc2nnc(C)c(=O)[nH]2)sc(C)c1-c1ccc(C)cc1	104	?	99
COc1cccc(C2=NOC(C(=O)Nc3cc(C)on3)C2)c1 (stereo not drawn)	101	?	99
C/C=C(/C)C(=O)Nc1cccc(C2=NOC3(C2)C[C@@H](C(N)=O)N(C(=O)C2(C)CC2)C3)c1 (stereo partly drawn)	105	?	104
CCCCC1=CC2=C(c3ccco3)C(=O)C(C)(OC(=O)c3ccc(OC)cc3)C(=O)C2=CN1CCCCO (stereo not drawn)	98	?	102
O=C(Nc1nccs1)c1ccc(N2C(=O)[C@@H]3[C@H](C2=O)[C@H]2C=C[C@@H]3C2)cc1	103	?	102
O=C(CCl)NCCCN(C(=O)C(Cl)Cl)c1ccc([N+](=O)[O-])cc1	105	nt	101
CCc1nc2ccccc2nc1N1CCN(S(=O)(=O)c2ccc(Cl)cc2)CC1	100	?	101
CC(=O)Nc1ccc(NC(=O)C/C(C)=N/NC(=O)C(=O)Nc2ccc(C)c(Cl)c2)cc1	95	?	98

Quoted at random: 2 compounds from above.
SMILES	RGS4-Gao reg	RGS7-Gao	RGS8-Gao
O=C(O)CCc1nc2ccccc2c(=O)[nH]1	100	?	103
COc1cccc(C2=NOC(C(=O)Nc3cc(C)on3)C2)c1 (stereo not drawn)	101	?	99

Nothing new here: an excerpt of the list.
SMILES	RGS4-Gao reg	RGS7-Gao	RGS8-Gao
Cc1cc(C)cc(NC(=S)N2CCN(c3ncc(C(F)(F)F)cc3Cl)CC2)c1	110	?	104
Cc1ccc(N2CN(CCc3ccccc3)CNC2=S)cc1	129	?	116

Later entries:
SMILES	RGS4-Gao reg	RGS7-Gao	RGS8-Gao
CCOC(=O)C(CCCCCCC(NC(C)=O)(C(=O)OCC)C(=O)OCC)(NC(C)=O)C(=O)OCC	61	?	99
CN(CCC#N)C(=S)Nc1ccc(F)cc1	100	?	99
COc1cc(SC)ccc1C(=O)Nc1ccc(Br)cn1	100	?	99
O=c1c2ccccc2c(-c2ccccc2)nn1-c1ccccc1	102	?	103
CC(=O)Nc1ccc(NC(=O)C2CC(=O)Nc3nc4ccccc4n32)cc1 (stereo not drawn)	99	?	99
Cc1ccn2cc(CCNC(=O)COc3ccccc3)nc2c1	98	?	100
Cc1[nH]c2ccccc2c1CCCO	101	?	98
O=C(Nc1ccc(S(=O)(=O)Nc2nccs2)cc1)c1cccc(S(=O)(=O)N2CCOCC2)c1	102	?	100
O=C(CSc1nc2ncc(Cl)cc2[nH]1)c1c[nH]c2ccccc12	102	?	99
COC(=O)C1=C(C)N(Cc2ccccc2)C(=O)N[C@H]1c1ccc(Br)cc1	99	?	100
C/C(=N/NC(=O)CNC(=O)c1cccs1)c1ccco1	105	?	99
CCCOc1nc(SCCC)nc2c1cnn2-c1ccccc1	105	?	102
Cc1cccc(OCC(=O)N2CCN(c3nnc(-c4ccccc4)c4ccccc34)CC2)c1	90	?	95
CC1(C)CC(=O)C/C(=N/NC(=O)COc2ccc(Cl)cc2Cl)C1	101	?	105
O=C(NCCc1csc(-c2cccnc2)n1)c1cccc(Cl)c1	98	?	100
Cc1cc(C(=O)NNC(=O)NC(C)C)no1	108	?	99
CN(Cc1ccccc1)S(=O)(=O)c1cn(C)cn1	95	?	99
CC(=O)O/N=C(\N)Cc1ccc(-c2csnn2)cc1	99	?	98
COc1cc(C2c3c(-c4ccccc4O)n[nH]c3C(=O)N2Cc2ccco2)cc(OC)c1OC (stereo not drawn)	105	?	102
N#CCc1c(C#N)c(N)nc(Nc2ccccc2)c1C#N	99	?	99
CCCCC1(CO)C(=O)N(c2ccccc2)N(c2ccccc2)C1=O	93	?	95
COc1ccc(S(=O)(=O)N2CCC(O)(c3ccc(Cl)cc3)CC2)cc1OC	104	?	102
Nc1nc(Nc2ccccc2)nc(NCCO)c1[N+](=O)[O-]	100	?	98
COc1ccc(N2CCC(CNC(=S)Nc3cc(C)ccc3C)C2)cc1 (stereo not drawn)	101	?	103
C[C@@H](C(=O)N[C@@H](Cc1c[nH]c2ccccc12)C(=O)O)n1nnc2ccccc2c1=O	103	?	105
N=c1c2c3c(sc2ncn1N)CCC3	103	?	101
O=C(NCc1csc(-c2cccs2)n1)C1CC1	95	?	100
CCSc1nnc([C@@H](NC(=O)OC(C)(C)C)C(C)C)o1	102	?	104
Cc1cc(-c2n[nH]c(=S)n2/N=C/c2ccc(C)o2)n[nH]1	96	?	101
CCCCCCc1cc2cc(C(=O)OCC)c(=O)oc2cc1O	100	?	100
N#C/C(=N/Nc1ccccc1[N+](=O)[O-])C(N)=S	95	?	99
O=[N+]([O-])c1cccc(S(=O)(=O)Nc2ccc(Cc3ccncc3)cc2)c1	100	?	101
COc1ccc(Cn2c(C3CCCCC3)nc3c(c(=O)c4ccccc4n3C)c2=O)cc1	103	?	101
COC(=O)C1=C(Nc2ccccc2NC(=O)CCCC(=O)O)CSC1	102	?	102
CCSc1nc2ccccc2c(=O)n1CCc1ccc(OC)c(OC)c1	98	?	96
CC(=O)c1c(C(=O)O)c2ccccc2[nH]c1=O	103	?	105
CCCN1C(=O)/C(=C/c2nc3ccccc3c(=O)[nH]2)c2cc(C)ccc21	115	?	102
C/C(=N/NC(=O)c1ccn(C)n1)c1ccncc1	101	?	100
O=C(Nc1csnn1)c1csnn1	107	?	101
Cc1ccc(-c2c[n+](CC(=O)c3cccs3)c3n2CCC3)cc1	98	?	102
Oc1ccc(/C=N/Nc2nc(-c3cccnc3)nc3ccccc23)c(O)c1	99	?	102
COc1ccc(/C=N/NC(=O)Cc2n[nH]c(=O)[nH]c2=O)cc1	101	?	97
CN1CN(C)C(c2ccncc2)=C1c1ccncc1	100	?	104
COc1ccc(CNC(=O)N[C@@H](CC(C)C)C(=O)O)cc1OC	104	?	104
C(=N\N1CCN(Cc2cccc3ccccc23)CC1)/c1cccs1	93	?	100
CC(=O)Nc1ccc(NC(=O)C(=O)N/N=C/c2cccnc2)cc1	88	?	95
Cc1ccc(/C=N/NC(=O)CSc2ccccn2)o1	98	?	101
CCCOc1cccc(C2C(C(=O)c3cccs3)=C(O)C(=O)N2Cc2cccnc2)c1 (stereo not drawn)	101	?	98
CN(C)S(=O)(=O)c1cccc(NC(=S)N/N=C/c2ccc(O)c(O)c2O)c1	88	?	77
CN(C)c1cc(-c2ccc(C#N)cc2)oc(=O)c1Cl	108	?	103
CCOc1ccc2[nH]c3c(=O)n(CCc4ccc(OC)cc4)cnc3c2c1	103	?	107
COc1cc2c(cc1OC)C(c1ccccc1N)=NCC2	110	?	107
COC(=O)CCC(=O)OC1(C)C(=O)C2=CN(C3CCCC3)C(c3ccc(OC)cc3)=CC2=C(Br)C1=O (stereo not drawn)	92	?	96
O=C(NNS(=O)(=O)c1ccc(Cl)cc1Cl)c1cc2ncc(C(F)(F)F)cc2s1	98	?	99
CCn1cc(C(=O)O)c(=O)c2cc(F)c(N3CCN(C(=S)NC(=O)c4ccccc4F)CC3)cc21	99	?	98
O=C1NCCCC1C(=O)N/N=C/c1ccc(Cl)cc1 (stereo not drawn)	97	?	107
Cc1ccc(/C=N/NC(=S)NC2CCCCC2)o1	101	?	100
COc1ccc(O)c(C2(O)C(=O)c3ccccc3C2=O)c1	98	?	98
COC(=O)c1cnc(Nc2cccc(C(F)(F)F)c2)c([N+](=O)[O-])c1	82	?	94
Cn1c(-c2ccccc2)n[nH]c1=S	99	?	100

In a second layout: entries from further up.
RGS4-Gao reg,RGS7-Gao,RGS8-Gao,compound
97,?,107,O=C1NCCCC1C(=O)N/N=C/c1ccc(Cl)cc1 (stereo not drawn)
101,?,100,Cc1ccc(/C=N/NC(=S)NC2CCCCC2)o1

Going on with the list:
SMILES	RGS4-Gao reg	RGS7-Gao	RGS8-Gao
CCC(=O)N(CCC(c1ccco1)C(C)C)Cc1ccccc1 (stereo not drawn)	105	?	101
Cc1ccc(NS(=O)(=O)c2cccc(C(=O)Nc3c(C)n(C)n(-c4ccccc4)c3=O)c2)cc1	101	?	100
Cc1c(S(=O)(=O)c2ccccn2)c(N)n(Cc2ccccc2)c1C	104	?	102
NC(=O)c1cc2cc(Cl)ccc2o/c1=N/NC(=O)c1cccs1	101	?	100
O=c1c(-c2cccc([N+](=O)[O-])c2)[n+]([O-])c2ccccc2n1O	96	?	101
N/C(=N\OC(=O)COc1ccccc1)c1ccncc1	94	?	94
COc1ccccc1Nc1nc(NCCC(C)C)nc(N)c1[N+](=O)[O-]	104	?	101
COC(=O)/C(=C\C(=O)c1ccc([N+](=O)[O-])cc1)Nc1ccc(OC)cc1	99	?	99
CC(C)N(C(=S)Nc1cccnc1)c1ccccc1	103	?	102
CN1C(=O)/C(=C\c2ccco2)N=C1c1ccc(Cl)cc1Cl	96	?	99
O=C(NNc1ccccc1F)c1ccccc1	104	?	101
N#Cc1cc(-c2ccccc2)nc(NN)n1	116	?	110
CCCOc1ccc(CSC(=N)N)cc1C(=O)OC	98	?	101
NNC(=S)Nc1cccc(Cl)c1	98	?	101
Cc1ccn2c(Nc3ccc4c(c3)OCO4)c(-c3ccc(O)cc3)nc2c1	84	?	89
CCOc1ccc(-n2c(SCC(=O)Nc3nccs3)nnc2-c2ccoc2C)cc1	99	?	98
COC(=O)c1ccc(COc2ccccc2/C=N/NC(N)=O)o1	102	?	102
Cc1ccc2c(=O)[nH]c(Nc3nc(C)cc(-c4ccccc4)n3)nc2c1	96	?	100
CC(=O)NC(NC(=S)Nc1ccc(C)cc1C)C(Cl)(Cl)Cl (stereo not drawn)	101	?	99
Cc1sc2ncnc(Nc3ccc(O)cc3)c2c1C	96	?	100

Entries of single compounds as entered above.
Cc1ccc2c(=O)[nH]c(Nc3nc(C)cc(-c4ccccc4)n3)nc2c1 is listed as RGS4-Gao reg: 96; RGS7-Gao: ?; RGS8-Gao: 100
N#Cc1cc(-c2ccccc2)nc(NN)n1 is listed as RGS4-Gao reg: 116; RGS7-Gao: ?; RGS8-Gao: 110

Further results
SMILES	RGS4-Gao reg	RGS7-Gao	RGS8-Gao
COc1cc(OC)nc(/N=C/NO)n1	108	?	109
NS(=O)(=O)c1cccc(NC(=O)CSc2nnnn2-c2ccccc2)c1	99	?	99
CC(C)(C)c1nnc(NC(=O)C2c3ccccc3Oc3ccccc32)s1	97	?	69
Cc1nc(SCC(=O)c2ccc(F)c(F)c2)[nH]c(=O)c1Oc1ccc(F)cc1	91	?	99
Cc1ccc2cccc(OCc3ccccc3)c2n1	96	?	98
Cc1cc(C(=O)NC(Cc2ccccc2)C(=O)O)c(C)o1 (stereo not drawn)	91	?	94
CC(=O)Cn1cnc2c(sc3nc(C)cc(C)c32)c1=O	92	?	98
COC(=O)C(C)SC1=N/C(=C/c2ccc(-n3cncn3)cc2)C(=O)N1 (stereo not drawn)	106	?	102
NS(=O)(=O)c1cc(C(=O)OCC(=O)Nc2ccc(N3CCCCC3)cc2)ccc1Cl	104	?	102
Cc1cc2c3ccccc3ncn2n1	102	?	99
O=C(O)CCCCCCCCCC[n+]1ccccc1	112	?	103
CC1(C(=O)O)COC(c2ccc(Cl)cc2)OC1 (stereo not drawn)	102	?	103
CN(C)CCC1c2ccc(Cl)cc2CCc2cccnc21 (stereo not drawn) (tested in a mixture with another compound)	101	?	100
Cc1ccc(N=C2NC(=O)/C(=C/c3cccnc3)S2)c(C)c1	99	?	101
Cc1cc(C)cc(NC(=O)Nc2cc(S(=O)(=O)N(C)C)ccc2C)c1	106	?	106
CC(C)Nc1nc2c(c(=O)n(C)c(=O)n2C)n1C	96	?	98
CCC1=C(OC(=O)N(CC)CC)N2C(=O)OC(=NCCc3c[nH]c4ccccc34)[C@]2(C)[C@H]2C1=CC[C@H]1C(=O)N(CC)C(=O)[C@H]12	100	?	99
C/C(CC(=O)NCCN1CCOCC1)=N\NC(=O)c1ccncc1	102	?	102
CN1CCN(C(=O)Nc2ccc([N+](=O)[O-])cc2)CC1	105	?	104

Only part of the results is shown. The share of hits here may be higher or lower than overall.
